Source: PubChem (National Center for Advancing Translational Sciences (NCATS))
Nrf2 inh: Nrf2 pathway inhibition. A549 ARE-Fluc reporter, luciferase luminescence, 18-24 h. Potency, µM (top dose mostly 46 µM), without a hit: top-dose activity change, negative = inhibition, usual class: inhibitors. 360,000 compounds, 2.1% hits. AID 504444; also: potency is read from the fitted curve at half-maximal effect; % is scaled to controls: 0 for no effect and ±100 for the full control effect; nearly all actives have a fitted effect of over 60% in size
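Nrf2 activity is the BugLite luminescence, read 15 min after reagent at room temperature, following CellTiter-Fluor cytotoxicity readout (30 min, 37C). Compound titrations were applied for 18-24 h to 5000 A549 ARE_Fluc cells/well in 5% FBS OPTI-MEM.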
Akt phos inh: inhibitors of Akt phosphorylation | Neuro2A IGF-stimulated pAkt S473 HTRF, 20 min; active compounds read low | activity change, % for hits at 50 µM | 360,000 compounds, 0.32% hits | AID 651550; in the data active = activity change below about -80%; inconclusive = mostly about -51% to -80%; also: % is scaled to controls: 0 for no effect and ±100 for the full control effect
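Single-point screen (50 µM final compound) in Neuro2A cells stimulated 20 min with 6 nM IGF at 37 deg C. After lysis, Ser473-phosphorylated Akt read by HTRF (ex 330 nm, em 615/665 nm) as the 665/615 ratio.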
A549 tox: A549 cytotoxicity, counter-screen for Nrf2 inhibitors; Potency, µM (highest dose often 46 µM), for the others: top-dose activity change, negative = cytotoxicity, usual class: inhibitors; AID 504648; A549 ARE-Fluc cells, CellTiter-Fluor viability, 18-24 h; 390,000 compounds, 0.16% hits; also: potency is read from the fitted curve at half-maximal effect; % is scaled to controls: 0 for no effect and ±100 for the full control effect
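A549 ARE-Fluc cells in 5% FBS OPTI-MEM, 5000 cells/well, rested 2 h then exposed to compounds in concentration-response for 18-24 h at 37 °C. Viability by CellTiter-Fluor fluorescence (Ex 405/Em 525) after 30 min; luciferase luminescence (BugLite, 15 min, RT) read afterwards.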
Abeta yeast res: compounds reversing amyloid beta toxicity in yeast; AID 1347071; yeast expressing A-beta42, growth rescue, OD600, 48 h; response scale: 0% DMSO, 100% iron-clioquinol control; 410,000 compounds, 0.063% hits; Potency, µM (doses to about 46.1 µM), for inactives: at the highest dose growth rescue, usual class: activators; also: potency is read from the fitted curve at half-maximal effect; nearly all actives have a fitted effect of over 55% in size
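Yeast A-beta toxicity model in growth medium with pinned compounds, 48 h at 30 C; growth read as absorbance at 600 nm. Normalized to FeCl3/clioquinol equimolar mix (positive) and DMSO (negative).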
HepG2 tox: counter-screen for TGF-b inhibitors: cytotoxicity in HepG2 cells. HepG2 CAGA-GFP viability, ATP luminescence, 18 h. Potency, µM (series often up to 46.1 µM), for inactives: at the highest dose activity change, negative = cytotoxicity, hits mostly cytotoxic. 410,000 compounds, 0.76% hits. AID 588856; also: potency is read from the fitted curve at half-maximal effect; some results filed as inactive show a strong effect at the top dose
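CellTiter-Glo luminescence gave cytotoxicity after 18 hours at 37 degrees C. The cells were HepG2 CAGA-GFP in 1% FBS DMEM, stimulated with 500 pg/mL TGF-beta after compound addition. %Activity was normalised to no-cell wells (complete cell-killing) and DMSO (no toxicity), and curves were fitted and classified.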
Nrf2 activator: activates Nrf2 signaling | AREc32 ARE-luciferase reporter (MCF7-derived line), luminescence, 24 h | Potency, µM (doses to about 46.1 µM), for inactives: at the highest dose activation, usual class: activators | 410,000 compounds, 0.31% hits; also: potency is read from the fitted curve at half-maximal effect; % of control where 0% means no effect; nearly all actives have a fitted effect of over 65% in size
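Nrf2 activation is followed as ARE-luciferase induction in the AREc32 line after one day of compound treatment; luminescence is read with Steady-Glo.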
MmCpn inh: inhibitors of Methanococcus maripaludis chaperonin (MmCpn). 330,000 compounds, 0.031% hits. Potency, µM (top dose mostly 76.9 µM), inactives show at the highest dose activity, negative = inhibition, usual class: inhibitors. AID 504842. purified Mm-Cpn ATPase, ADP Transcreener TR-FRET; also: potency is read from the fitted curve at half-maximal effect; % is scaled to controls: 0 for no effect and ±100 for the full control effect; nearly all actives have a fitted effect of over 80% in size
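TR-FRET (320 nm excitation; 590 and 665 nm emission) reports ADP made from 10 uM ATP by 25 nM enzyme; compounds were preincubated 10 min, reaction run 30 min, both at 37°C.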
CCT chaperon mod: changes cytosolic chaperonin activity; purified chaperonin ATPase assay, HTRF ADP detection, 30 min; activity change, % (no concentration beside the values), hits read low; 360,000 compounds, 0.3% hits; AID 651819; in the data active = activity change below about -30%; also: % is scaled to controls: 0 for no effect and ±100 for the full control effect
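TRiC (40 or 20 nM final, by batch activity) in 30 mM Tris pH 7.4, 100 mM KCl, 5 mM MgCl2, 1 mM DTT was treated with compound at 76 uM single dose, then 10 uM ATP, 30 min at 37 °C. ADP was read by HTRF Transcreener.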
TGFb inhibitor: inhibitors of TGF-b signaling; HepG2 CAGA-GFP TGF-b/SMAD3 reporter, GFP fluorescence, 18 h; TGF-beta stimulated, 500 pg/mL final; Potency, µM (titrated, usually from 46.1 µM), inactives show top-dose activity, negative = inhibition, most hits filed as inhibitors; 410,000 compounds, 1.2% hits; also: potency is read from the fitted curve at half-maximal effect; % is scaled to controls: 0 for no effect and ±100 for the full control effect; nearly all actives have a fitted effect of over 65% in size
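Read-out: total well GFP (ex488/em500-530) summed from mean per-cell fluorescence. Cells: HEPG2 CAGA-GFP, 1% FBS DMEM, 18 h at 37 degrees C with 500 pg/mL final TGF-beta. Unstimulated wells served as the full-inhibition control; stimulated DMSO wells = 0%.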
* hit, by the source's call; i = inactive; ? = inconclusive; . = not tested or not shown. Unless noted, calls follow the shape of the dose curve; as a rule, active = well fitted curve in the direction sought with a large enough effect; inconclusive = small, poorly fitted or top-dose-only effect, or another doubt; inactive = no such curve, though single readings can be large; an effect the other way counts as inactive or inconclusive. Outcome played no part in choosing rows. Share with any hit: about 4.3%.

no.	Structure	Nrf2 inh	Akt phos inh	A549 tox	Abeta yeast res	HepG2 tox	Nrf2 activator	MmCpn inh	CCT chaperon mod	TGFb inhibitor
1	CC(=O)c1cnn(-c2c(Cl)cc(Cl)cc2Cl)c1C	-10%	i	1%	-5%	-17%	0.3%	0%	-0.7	-33%
2	Cc1ccc(-c2csc(NC(=O)CN3CCOCC3)n2)cc1C	5%	i	3%	-2%	2%	3.4%	1%	-0.6	-6%
3	Cc1oc(-c2cccc(Cl)c2)nc1CN1CCC(C(=O)NCCCN2CCN(c3ccccc3F)CC2)CC1	20%	.	-8%	-6%	-27%	0.2%	.	.	-22%
4	O=[N+]([O-])c1ccc(N2CCN(Cc3ccccc3)CC2)c2c1no[n+]2[O-]	.	i	.	-23%	3.5µM*	?	.	-1.2	3.2µM*
5	C[C@H](CO)N1C[C@H](C)[C@@H](CN(C)S(C)(=O)=O)Oc2ccc(NS(=O)(=O)c3cn(C)cn3)cc2C1=O	2%	i	1%	4%	5%	-0.2%	2%	0.5	10%
6	COc1ccc(CCNC(=O)COC(=O)c2cc(OC)c(OC)cc2OC)cc1OC	-5%	i	4%	-11%	-19%	-0.6%	0%	-1.7	-2%
7	Cc1cc(C(=O)N2CCCC(N3CCN(c4cccc(C(F)(F)F)c4)CC3)C2)n[nH]1 (stereo unspecified)	12%	i	-3%	18%	-1%	-0.4%	-2%	-1.6	-9%
8	Cc1cnc(C(=O)OCC(=O)Nc2ccc(Cl)cc2Cl)cn1	-4%	.	-7%	-6%	49%	3.1%	1%	-4.2	29%
9	COc1ccc(NC(=O)C2OCCc3ccccc32)c(OC)c1 (stereo unspecified)	.	i	-3%	-13%	-14%	0.9%	-1%	0.1	30%
10	O=C(/C=C/c1ccco1)NCc1ccccn1	1%	i	-2%	1%	-6%	?	1%	-2.4	4%
11	O=C(NCC1CCN(C(=O)c2ccc([N+](=O)[O-])cc2)CC1)c1ccc([N+](=O)[O-])cc1	?	i	4%	-11%	9%	0.1%	-1%	-0.9	-14%
12	CC1(c2nnc(-c3ccc(Cl)cc3)o2)CC(c2ccc([N+](=O)[O-])cc2)=NO1 (stereo unspecified)	0%	i	6%	-8%	-13%	-1.0%	3%	-0.4	-14%
13	CN(C)S(=O)(=O)c1cccc(COC(=O)CCNC(=O)c2ccc([N+](=O)[O-])cc2)c1	5%	i	1%	-4%	6%	-0.6%	-2%	0.9	9%
14	COc1ccc(OCC(=O)NNC(=O)c2ccc(-c3ccccc3)cc2)cc1	13%	i	2%	-12%	-5%	-1.3%	0%	-1.8	0%
15	CC(C)c1ccc(OCC(=O)N2CCN(C(=O)c3ccco3)CC2)cc1	?	i	-9%	-9%	0%	-0.1%	3%	-5.4	7%
16	O=C(COc1ccccc1Cc1ccccc1)Nc1cccnc1	5%	i	2%	3%	4%	0.7%	-2%	2.4	?
17	COc1ccccc1CN1CCN(C(=O)c2cccc3ccccc23)CC1	-16%	i	-2%	8%	-40%	0.1%	.	-3.5	-25%
18	O=S1(=O)NC(=NCCOCCO)c2ccccc21	24%	i	3%	-4%	-17%	-0.8%	2%	-0.2	1%
19	CC(C)(C)OC(=O)CC12CCCCC1NC(=O)O2 (stereo unspecified)	-10%	i	-5%	-13%	-6%	0.5%	0%	-49*	0%
20	COc1cc(C(=O)NCC(c2cccs2)N2CCOCC2)c([N+](=O)[O-])cc1OC (stereo unspecified)	5%	i	-2%	8%	7%	-0.6%	-2%	0.2	6%
21	CCc1ccc(-c2nc(CSCC(=O)NCc3ccco3)c(C)o2)cc1	?	i	-3%	-12%	-19%	0.4%	0%	-1.7	?
22	Cc1ccc(C(=O)N/N=C\c2ccncc2)s1	?	i	0%	1%	0%	0.0%	-8%	-4.0	-8%
23	S=C1NCCOCCOCCOCCN1	.	i	?	17%	9%	2.3%	0%	-0.2	-2%
24	COc1ccc(-c2nc(Cn3c(SCc4ccccc4F)nc4ccncc43)c(C)o2)cc1	-7%	i	12%	-6%	-34%	3.2%	-14%	0.9	-17%
25	CC(=O)N1CCc2c(sc(NC(=O)CN3C(=O)CCC3=O)c2C(N)=O)C1	-10%	i	2%	4%	10%	-0.3%	1%	-1.9	-10%
26	O=C(N/N=C/c1sc(N2CCOCC2)nc1-c1ccccc1)c1cccc(S(=O)(=O)N2CCCC2)c1	2.6µM*	i	?	-3%	-18%	2.6%	-26%	0.9	?
27	Cc1ccc(S(=O)(=O)NN=C2C3CC4CC(C3)CC2C4)cc1[N+](=O)[O-]	-2%	i	17%	11%	3%	0.6%	-3%	-0.4	-6%
28	CC1N=C(N)C(c2nc3ccccc3n2C)=C1O (stereo unspecified)	14%	i	1%	-14%	2%	0.3%	2%	-1.0	9%
29	O=C(COC(=O)COc1ccc(Br)cc1)NC1CCCC1	14%	i	-3%	-5%	11%	-0.4%	1%	1.6	12%
30	COCCNc1nc(Nc2ccc(Cl)cc2F)c2sccc2n1	.	i	.	-15%	-15%	6.2%	.	-1.4	15%
31	Cc1cc2nc(CSc3ccc(Cl)cc3)cc(=O)n2[nH]1	-5%	i	1%	5%	-32%	0.2%	-2%	0.1	-19%
32	Cc1cc(OCCOCCNCc2ccccc2)ccc1C(C)C	-31%	i	0%	-7%	-70%	-0.1%	-5%	-2.6	?
33	C/C(=N\NC(=O)c1cc(-c2ccc(O)cc2)nc2ccccc12)c1cccnc1	1%	i	4%	-1%	31%	3.9%	2%	-1.7	7%
34	CCc1ccc(OCC(=O)Nc2c(C(=O)c3ccccc3)oc3ccccc23)cc1	6%	.	-1%	-12%	0%	-0.6%	.	.	-2%
35	O=C(NC(=S)NNC(=O)c1ccccc1[N+](=O)[O-])c1ccc(Br)cc1	3%	i	-9%	27%	-13%	10%	-5%	-1.0	2%
36	Cc1cccc(C)c1NC(=O)COC(=O)c1cc(-c2cccnc2)nc2ccccc12	-15%	i	-1%	4%	-1%	0.2%	-24%	1.4	-6%
37	COc1ccccc1CNC(=O)CN1C(=O)NC2(CCOc3ccccc32)C1=O (stereo unspecified)	1%	i	3%	-6%	-41%	-2.2%	2%	-0.3	1%
38	Cc1ccc(CNC(=O)CSc2ncc(C(=O)Nc3ccccc3)c(=O)n2C)cc1	?	i	-3%	13%	-4%	0.0%	-2%	0.6	-6%
39	Cc1ccc(-c2cc3nccc(-c4cc([N+](=O)[O-])ccc4O)n3n2)cc1	?	.	-25%	-13%	-15%	4.9%	.	.	?
40	CCSc1nnc2c(n1)OC(CC)N(C(C)=O)c1ccccc1-2 (stereo unspecified)	-4%	.	-2%	-18%	-2%	-0.3%	.	.	9%
41	CCc1ccc(NC(=O)COC(=O)CC2CCCC2)cc1	3%	i	-4%	10%	-1%	0.1%	0%	-1.7	5%
42	COc1ccc(CCNC(=O)CCCCC(=O)NCCc2ccc(OC)c(OC)c2)cc1OC	?	i	0%	-7%	7%	-0.4%	.	0.0	0%
43	Cc1ccc(C)c(OCCC(=O)N2CCN(S(=O)(=O)c3cc(F)ccc3F)CC2)c1	-3%	i	2%	-7%	-16%	-0.1%	-1%	0.2	-6%
44	COc1ccc(OC)c(NC(=O)C2C(C(=O)O)C3(Cl)C(Cl)=C(Cl)C2(Cl)C3(Cl)Cl)c1 (stereo unspecified)	-9%	i	0%	25%	-17%	-0.6%	-3%	1.2	-8%
45	CC(C)CCN1CCC(n2nccc2NC(=O)c2ccc3c(c2)OCO3)CC1	1%	i	-1%	-19%	-1%	-0.6%	-5%	-4.4	12%

Part of the list above, limited to Abeta yeast res, CCT chaperon mod and TGFb inhibitor.
No.	Structure	Abeta yeast res	CCT chaperon mod	TGFb inhibitor
35	O=C(NC(=S)NNC(=O)c1ccccc1[N+](=O)[O-])c1ccc(Br)cc1	27%	-1.0	2%
36	Cc1cccc(C)c1NC(=O)COC(=O)c1cc(-c2cccnc2)nc2ccccc12	4%	1.4	-6%

Following part:
no.	Structure	Nrf2 inh	Akt phos inh	A549 tox	Abeta yeast res	HepG2 tox	Nrf2 activator	MmCpn inh	CCT chaperon mod	TGFb inhibitor
46	Cc1csc(=O)n1CCC(=O)OCC(=O)NNC(=O)c1ccccc1	2%	i	-2%	17%	-2%	0.5%	-1%	0.6	-5%
47	O=S(=O)(c1ccc(NC(=S)NCc2ccco2)cc1)N1CCCC1	10%	i	-1%	14%	-6%	-0.6%	-1%	1.8	-7%
48	CCc1nnc(NC(=O)CSc2nnc(-c3ccc(S(=O)(=O)N4CCCC4)cc3)n2CC)s1	2%	i	-16%	15%	7%	0.3%	-2%	-0.3	21%
49	COC(=O)Nc1ccc(S(=O)(=O)NCCO)cc1	6%	i	-9%	-15%	-7%	-0.3%	0%	0.4	1%
